# TSG101-PTAP inh: blocks PTAP/TSG101 interaction to inhibit HIV-1 budding. 340,000 tested, under 10 active. Fluorescence polarization, FITC-PTAP peptide / Tsg101 binding. Potency, µM (doses to about 115 µM), for the others: top-dose activity change, negative = inhibition, hits mostly inhibitors. Q99816; active means well fitted inhibition curve with a large enough effect in the main read-out, with a control signal flat, not every such curve was filed as active; inconclusive means small, poorly fitted or top-dose-only effect, or effect the other way, or a change in a side signal; inactive means no such curve, though single readings can be large or run the other way; further: potency means the concentration at half of the fitted maximal effect; % of control where 0% means no effect
#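 Fluorescence polarization binding of Tsg101 binding domain (10 uM final) to FITC-labeled PTAP peptide (50 nM final) in HEPES pH 7.5 buffer with NaCl, Tween 20, EDTA, TCEP. Compounds added before peptide; binding 20 min at RT.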
# Giardia killer: Giardia lamblia killing; Giardia lamblia trophozoite viability; activity change, % at 7.66 µM, hits read low; 0.15% of 340,000 active; AID 540267; in the data active means activity change below about -80%; inconclusive means between about -30% and that limit;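 further: parasites exposed to compound for two days anaerobically before the ATP read; on the % scale 0 is the no-effect control and ±100 the full control effect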
#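 Giardia lamblia trophozoites (100 cells/well) were incubated with compounds for 48 h at 37 deg C under anaerobic conditions. Viability was read as ATP content by one-step luminescence after 15-30 min at room temperature.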
# B2AR arrestin: beta2AR (human) beta-arrestin recruitment activity. P07550. beta-arrestin recruitment to beta2AR, cell-based reporter. Potency, µM (doses to about 46.1 µM), for the others: at the highest dose activation, most hits filed as activators. 0.02% of 330,000 active. AID 492947;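 further: potency means the concentration at half of the fitted maximal effect; 0% = DMSO controls and full agonism = EC100 isoproterenol or metaproterenol; nearly all actives have a fitted effect of over 65% in size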
# Target sequence (P07550 whole entry, looked up): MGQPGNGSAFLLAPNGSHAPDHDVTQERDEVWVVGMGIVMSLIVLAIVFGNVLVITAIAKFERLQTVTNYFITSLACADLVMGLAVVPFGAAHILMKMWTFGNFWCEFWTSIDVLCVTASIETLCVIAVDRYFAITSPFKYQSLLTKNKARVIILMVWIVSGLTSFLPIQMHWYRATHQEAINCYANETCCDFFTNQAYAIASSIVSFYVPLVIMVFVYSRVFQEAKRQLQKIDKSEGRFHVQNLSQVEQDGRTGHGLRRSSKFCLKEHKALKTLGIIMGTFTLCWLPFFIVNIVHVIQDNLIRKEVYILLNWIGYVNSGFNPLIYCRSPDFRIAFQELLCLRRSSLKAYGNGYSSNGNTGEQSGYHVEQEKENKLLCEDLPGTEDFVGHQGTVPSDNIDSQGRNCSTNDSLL
# PKM2 activator: activators of human pyruvate kinase M2; P14618; 0.34% of 260,000 active; purified PKM2, Kinase-Glo ATP luminescence, activation; response scale: 0% is enzyme alone, no compound; Potency, µM (doses to about 57.5 µM), for inactives: at the highest dose activation, hits mostly activators; further: potency means the concentration at half of the fitted maximal effect; on the % scale 0 is the no-effect control and ±100 the full control effect; nearly all actives have a fitted effect of over 55% in size
#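 Kinase-Glo luminescence reports ATP generated from ADP (0.1 mM) and PEP (0.5 mM) by purified hPK-M2 after 1 h at room temperature, pH 7.2 imidazole buffer; intermediate enzyme activity allows detecting inhibitors and activators.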
# ASM inhibitor: human S-ASM enzyme inhibition; P17405; placental ASM, HMU-PC fluorogenic substrate, 60 min; Potency, µM (titrated, usually from 57.5 µM), inactives show at the top dose activity change, negative = inhibition, hits mostly inhibitors; 0.006% of 340,000 active; AID 504937; further: potency means the concentration at half of the fitted maximal effect
#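 Human placenta-derived ASM preincubated with compound 10 min at room temperature, then reacted with 9 uM (final) fluorogenic HMU-PC substrate for 60 min at 37 C. Stop solution raises pH to 10; fluorescence read at Ex 386/Em 447 nm.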
# FBPA coupling cs: counter-screen for Giardia aldolase inhibitors: coupling enzyme system; activity change, negative = inhibition, % at 58.2 µM, hits read low; coupling enzyme system counterscreen, AmpLite Red fluorescence; 0.67% of 290,000 active; in the data active means activity change below about -30%; further: on the % scale 0 is the no-effect control and ±100 the full control effect
#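 Counterscreen of the coupled detection system alone, without aldolase: glyceraldehyde-3-phosphate coupling enzymes plus AmpLite Red readout. Compounds at 57.5 uM final, 10 min RT preincubation, 20 min RT reaction, fluorescence 525/598 nm.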
# a7 integrin act: activators of alpha7 integrin expression for muscular dystrophy | 0.064% of 350,000 active | Potency, µM (top dose mostly 38.3 µM), without a hit: at the highest dose activation, most hits filed as activators | alpha7betagal myoblasts, beta-gal FDG fluorescence, 48 h;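 further: potency means the concentration at half of the fitted maximal effect; 100% = response of the positive control SU9516; nearly all actives have a fitted effect of over 60% in size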
#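 alpha7betagal+/- myoblasts (passage 13, 250/well) treated 48 h at 37C with compounds at 1:260 dilution of DMSO stock. Lysed, then beta-galactosidase activity read as FDG fluorescence (ex 480/em 540) after 30 min, with pre-read for autofluorescence.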
# GALK inhibitor: galactokinase (human) inhibition | P51570 | Purified GALK, Kinase-Glo residual ATP luminescence | Potency, µM (top dose mostly 57.5 µM), for the others: top-dose activity change, negative = inhibition, hits mostly inhibitors | 0.007% of 270,000 active | AID 1868; further: potency means the concentration at half of the fitted maximal effect; on the % scale 0 is the no-effect control and ±100 the full control effect
#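 Quantitative HTS: GALK 5 nM, ATP 35 uM, galactose 100 uM, 1 h room temperature, then luciferase-based ATP detection.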
# Menin MLL FP TR: displaces Texas Red mutant MLL peptide from human menin. O00255. Menin + Texas Red MLL mutant peptide, fluorescence polarization. Potency, µM (top dose mostly 61.6 µM), inactives show at the highest dose FP activity change, negative = inhibition, usual class: inhibitors. 0.23% of 270,000 active. AID 1768; active means well fitted inhibition curve with a large enough effect in the polarisation, with a control signal flat, not every such curve was filed as active; inconclusive means small, poorly fitted or top-dose-only effect, or effect the other way, or a change in a side signal; inactive means no such curve, though single readings can be large or run the other way; the % refers to the polarisation; further: potency means the concentration at half of the fitted maximal effect; % of control where 0% means no effect; many of its hits are not listed in these tables
# Target sequence (O00255 whole entry, looked up): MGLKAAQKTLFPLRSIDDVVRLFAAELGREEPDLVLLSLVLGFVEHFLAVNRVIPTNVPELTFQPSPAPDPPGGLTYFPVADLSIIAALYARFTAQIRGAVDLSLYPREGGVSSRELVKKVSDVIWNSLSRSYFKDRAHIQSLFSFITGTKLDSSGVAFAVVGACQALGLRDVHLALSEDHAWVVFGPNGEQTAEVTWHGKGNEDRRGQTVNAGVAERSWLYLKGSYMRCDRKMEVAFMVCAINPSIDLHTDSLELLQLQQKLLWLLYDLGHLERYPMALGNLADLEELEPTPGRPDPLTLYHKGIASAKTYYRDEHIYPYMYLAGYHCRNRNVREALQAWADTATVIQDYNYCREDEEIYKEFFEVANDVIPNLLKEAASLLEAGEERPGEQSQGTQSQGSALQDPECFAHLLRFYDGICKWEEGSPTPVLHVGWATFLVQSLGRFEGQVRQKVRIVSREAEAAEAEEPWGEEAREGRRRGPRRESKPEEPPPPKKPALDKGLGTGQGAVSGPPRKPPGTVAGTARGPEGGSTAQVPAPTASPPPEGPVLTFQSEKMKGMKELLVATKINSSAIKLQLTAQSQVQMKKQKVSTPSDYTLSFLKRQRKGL
# Chronic BCR inh: inhibitors of chronic active B-cell receptor signaling; ABC-DLBCL IkBa-CBG/CBR reporter, luminescence ratio, 4 h; Potency, µM (top dose mostly 46.1 µM), inactives show at the highest dose ratio change, negative = lower green/red ratio, actives largely listed as inhibitors; 0.05% of 340,000 active; AID 493014; active means well fitted inhibition curve with a large enough effect in the signal ratio, with a control signal flat, not every such curve was filed as active; inconclusive means small, poorly fitted or top-dose-only effect, or effect the other way, or a change in a side signal; the % refers to the signal ratio;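 further: potency means the concentration at half of the fitted maximal effect; plate controls were basal doxycycline-induced cells for no effect and cells given 10 µM MG132 for full effect; MG132 reads +100%, hits lower the ratio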
#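 Compounds up to 46 uM were incubated four hours with TMD8 cells whose green CBG68 luciferase is fused to IkappaBalpha; red CBR luminescence normalised the signal, and concentration-effect curves were fitted to fusion, red and ratio data.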
# Tb PFK block: T. brucei PFK enzyme inhibition; O15648; T. brucei PFK, ADP-Glo luminescence; Potency, µM (highest dose often 57.5 µM), inactives show at the highest dose activity, negative = inhibition, most hits filed as inhibitors; 0.17% of 330,000 active; AID 485367;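 further: potency means the concentration at half of the fitted maximal effect; 0% = uninhibited 1x PFK enzyme wells and -100% = no-enzyme wells; nearly all actives have a fitted effect of over 60% in size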
#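 ADP-Glo luminescence quantified ADP after 45 min at room temperature, with 1.25 nM T. brucei PFK, 0.1 mM ATP and 0.5 mM fructose-6-phosphate in pH 8.0 TEA buffer. qHTS titrations up to 57 µM; curves classified by quality.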
# Numbers without * were called inactive; i = inactive; u = inconclusive; x = not tested or not shown; [ ] = another dose, or the depositor's remark. Unless noted, the call rests on the fitted dose curve; in most records, active means well fitted curve in the direction sought with a large enough effect; inconclusive means small, poorly fitted or top-dose-only effect, or another doubt; inactive means no such curve, though single readings can be large; an effect the other way counts as inactive or inconclusive. Some of the compounds tested, so the mix of outcomes need not match the whole.
item	Compound	TSG101-PTAP inh	Giardia killer	B2AR arrestin	PKM2 activator	ASM inhibitor	FBPA coupling cs	a7 integrin act	GALK inhibitor	Menin MLL FP TR	Chronic BCR inh	Tb PFK block
1	CC(C)CN1C(=O)c2ccc(C(=O)Nc3ccccc3C(=O)O)cc2C1=O	-1%	-11	-0.1%	x	17%	12	-18%	-4%	u	u	5%
2	N#Cc1ccccc1NCc1ccccc1	-6%	-13	-0.4%	0%	6%	4	10%	3%	4%	u	-5%
3	Cc1c(Br)c(=O)oc2c(Br)c(O)c(O)cc12	-3%	17	-0.6%	-16%	11%	1	-11%	0%	1%	u	u
4	CN1CCC[C@@H]1CCNC(=O)c1c(-c2ccc3c(c2)OCO3)noc1-c1ccsc1	-5%	-6	-0.1%	x	4%	x	0%	x	x	7%	-2%
5	COc1ccc(-c2nc(N3CCC(C)CC3)[nH]c(=O)c2C#N)cc1	-5%	-13	0.3%	-5%	4%	5	-28%	-1%	16%	u	-1%
6	COCCNC(=O)C(C)Oc1ccccc1 (centres undefined)	-8%	-4	-0.1%	1%	5%	2	-28%	-1%	1%	2%	-2%
7	CCOC(=O)c1cnc(-n2nc(C)cc2C)nc1Oc1ccc(C(=O)OC)cc1	-3%	32[activator]	-0.5%	13%	2%	3	6%	x	x	u	3%
8	Cc1ccc(-n2ncc3c2CCCC3NC(=O)CCCN2CCCC2=O)cc1C (centres undefined)	-2%	-11	0.0%	-3%	2%	4	22%	4%	-5%	u	0%
9	CCCCc1c(C)nc(Nc2ccc(OC)cc2)[nH]c1=O	0%	2	-1.1%	-8%	5%	3	3%	2%	-6%	0%	-17%
10	CCCCN(C(=O)c1cc(-c2ccncc2)nc2ccccc12)c1c(N)n(CC(C)C)c(=O)[nH]c1=O	-5%	-14	-2.1%	x	68%[activator]	x	23%	x	x	0%	7%
11	COc1cc(CCCN2C(=S)NC[C@H]2Cc2ccc(O)cc2)cc(OC)c1OC	0%	-10	2.8%	0%	2%	1	3%	-2%	0%	-15%	-5%
12	CN1C(=O)CC(N2CCN(c3ccc(Cl)cc3)CC2)C1=O (centres undefined)	-5%	0	-0.3%	-3%	2%	4	9%	1%	-7%	8%	3%
13	CCCN1CCN(C(=O)c2cccc3c2C(=O)N(CCOC)C3)CC1	0%	-22	-0.2%	-1%	3%	0	-17%	0%	6%	-9%	1%
14	COc1ccc(OC)c(NC(=O)CN2CCC(C(=O)c3ccc(C)cc3)CC2)c1	-5%	1	-0.8%	-5%	-5%	0	3%[7.66 µM]	3%	-1%	-8%	1%
15	Cc1ccc(NC(=O)Cn2c(=O)n(CCCCC(=O)NCc3ccco3)c(=O)c3ccccc32)cc1	-1%	12	3.3%	-2%	-6%	1	-30%	2%	0%	u	-1%
16	Cc1ccc(NC(=O)COC(=O)c2nn(C)cc2Cl)cc1	-1%	-9	-0.2%	x	1%	1	-17%	-1%	x	-1%	3%
17	Cc1c(C(=O)NCc2ccccc2)c(-c2ccccc2)nn1-c1ccccc1	-5%	5	-0.3%	1%	-2%	-1	-12%[7.66 µM]	-2%	-15%	u	-5%
18	O=C(Cn1c(=O)[nH]c2ccsc2c1=O)NC1CCCCC1	-10%	4	-0.2%	-2%	3%	2	-12%	-1%	7%	-4%	-2%
19	COc1cc(/C=N\NC(=O)c2ccc(=O)[nH]n2)cc(OC)c1OC	0%	-14	-1.1%	-2%	1%	0	8%	-1%	-13%	-3%	0%
20	O=C(CSc1cccc[n+]1[O-])N1CCc2ccccc21	0%	5	0.3%	-30%	6%	-4	8%	x	x	-15%	2%
21	Cc1cc(C(F)(F)F)n2ncc(-c3cccc(Br)c3)c2n1	-3%	29	-1.1%	x	-9%	-13	-9%	1%	u	-5%	1%
22	COc1ccc(CN=C2NC(=O)CC(C(=O)Nc3ccc(F)cc3)S2)cc1 (centres undefined)	-2%	8	-0.8%	-4%	x	0	9%	1%	17%	u	-7%
23	CN(CC(=O)Nc1ccc(F)cc1)C(=O)c1cc2c(s1)CCCCC2	-4%	-13	0.1%	x	-3%	x	5%	x	x	u	-1%
24	Cc1ccc2nc(C)c(C(=O)NN=C3CCCCCC3)n2c1	-10%	-6	-0.3%	4%	3%	1	-12%	5%	2%	u	-2%
25	O=[N+]([O-])c1cc(C(F)(F)F)ccc1Sc1ccc2ccccc2n1	-11%	-7	0.4%	1%	-12%	-6	-12%	0%	-11%	3%	-6%
26	CC(C)(C)OC(=O)C[C@@H]1C/C=C\C[C@H](CC(=O)N[C@H](CO)Cc2ccccc2)C(=O)N[C@H](C(C)(C)C)COC1=O	-2%	-6	-1.1%	x	5%	x	9%	x	x	2%	-3%
27	Cc1ccc2c(c1)NC(=O)C(CC(=O)NCc1cccnc1)O2 (centres undefined)	0%	-3	0.4%	18%	4%	3	-2%	3%	4%	1%	1%
28	COc1cccc(NC(=O)Nc2nnc(N3C(C)CCCC3C)s2)c1 (centres undefined)	-4%	10	-0.4%	-7%	-14%	-3	-6%	2%	x	-15%	0%
29	CCCS(=O)(=O)c1nc(C)cc(C)c1S(C)(=O)=O	-5%	-1	0.1%	4%	0%	7	-37%	6%	19%	2%	-1%
30	COc1ccc(OC)c(/C=N/N(CCC#N)C2=NS(=O)(=O)c3ccccc32)c1	-5%	0	-0.1%	x	45%[activator]	0	10%	-2%	u	3%	-1%
31	COc1ccc(OC)c(-c2cc(C(=O)Nc3cc(C)n(Cc4ccc(Cl)cc4)n3)no2)c1	-6%	24	-0.4%	-7%	-15%	-1	3%	2%	26%	0%	-1%
32	COc1ccc(-c2csc(NC(=O)CN3C(=O)C4CC=CCC4C3=O)n2)cc1 (centres undefined)	-4%	10	0.1%	x	-13%	x	-26%	x	x	13%	-6%
33	CCC(C)NC(=O)CSc1nnc(-c2ccoc2C)n1CC1CCCO1 (centres undefined)	0%	-2	0.3%	-2%	4%	-3	14%	-4%	8%	2%	0%
34	COc1cccc(C(c2c(O)nc(SC)n(C)c2=O)c2c(O)nc(SC)n(C)c2=O)c1	-4%	-7	0.0%	0%	0%	8	-30%	2%	0%	u	0%
35	CN(C(=O)CSc1ccncc1)C1CCCN(Cc2ccccc2F)C1 (centres undefined)	-2%	3	u	-1%	6%	3	-20%	5%	-15%	0%	-19%
36	O=C(CSc1nc2ccccc2s1)NCc1cc([N+](=O)[O-])ccc1O	-1%	-10	-0.1%	x	-10%	x	13%	x	x	4%	-25%
37	C/C(=N\NC(=O)c1cccc([N+](=O)[O-])c1)c1cccc(NC(=O)C2CC2)c1	-3%	-4	0.4%	-4%	-2%	-1	2%	5%	13%	-13%	-1%
38	Cc1nn(C)c(C)c1NC(=O)Nc1cccc(C(F)(F)F)c1	-15%	-12	-0.1%	1%	-5%	1	-2%	0%	1%	0%	-3%
39	COC(=O)Cc1cc(=O)oc2cc(O)ccc12	-4%	18	0.1%	-2%	i	1	-3%	-2%	15%	2%	2%
40	COc1ccc(NC(=O)Cn2c(C)csc2=O)c(OC)c1	-3%	-9	-0.2%	x	-7%	x	0%	x	x	-2%	3%
41	Cc1nn(C)cc1C(=O)NNC(=S)Nc1ccc(Cl)cc1	0%	-8	-0.1%	-2%	9%	0	5%	-2%	-7%	u	2%
42	Cn1c(SCc2nc(-c3ccccc3)no2)nnc1-c1ccco1	-4%	11	-0.2%	-1%	-1%	3	-8%	-3%	11%	-18%	2%
43	CCn1cc(C(=O)N2CCCC2)c(=O)c2cc(S(=O)(=O)N3CCC(C)CC3)ccc21	-6%	-1	-1.0%	x	0%	3	-1%	2%	-3%	-5%	0%
44	CCOC(=O)C1=NNC(C(=O)c2ccccc2)C1c1ccc(C)cc1 (centres undefined)	0%	7	0.5%	1%	-7%	1	-12%	-4%	x	15%	4%
45	COc1c2ccoc2nc2c(OC)cccc12	-11%	0	0.1%	6%	0%	0	5%	1%	-4%	u	-1%
46	CCn1c2ccc(C)cc2c2nc3cc(C(=O)O)ccc3nc21	-2%	-8	0.6%	6%	18%	-2	-25%	-3%	u	u	6%
47	Cc1ccc([N+](=O)[O-])c(OCCN2CCNCC2)c1	-3%	-18	-0.3%	2%	4%	0	43%	0%	14%	u	-11%
48	OC(CN1CCN(Cc2ccccc2)CC1)c1ccc(F)cc1 (centres undefined)	-4%	8	-1.7%	-3%	4%	3	-1%	x	-13%	1%	2%
49	O=C(CSc1nc(=O)n2ccccc2n1)NCc1ccc2c(c1)OCO2	-2%	21	-0.1%	x	-2%	x	9%	x	x	-10%	0%
